Screening results deposited in PubChem by several laboratories.
TAAR1 agonist – agonists of human TAAR1; Q96RJ0; CHO RD-HGA16 TAAR1, Fluo-8 calcium fluorescence; vehicle wells 0%, saturating PEA agonist 100%; activation, % at 3 µM; 0.99% of 360,000 active; AID 624467;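 active means activation above the mean activation of all test compounds in the run plus 3 SD, cut at about 38% in these data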
Target sequence (Q96RJ0 whole entry, looked up): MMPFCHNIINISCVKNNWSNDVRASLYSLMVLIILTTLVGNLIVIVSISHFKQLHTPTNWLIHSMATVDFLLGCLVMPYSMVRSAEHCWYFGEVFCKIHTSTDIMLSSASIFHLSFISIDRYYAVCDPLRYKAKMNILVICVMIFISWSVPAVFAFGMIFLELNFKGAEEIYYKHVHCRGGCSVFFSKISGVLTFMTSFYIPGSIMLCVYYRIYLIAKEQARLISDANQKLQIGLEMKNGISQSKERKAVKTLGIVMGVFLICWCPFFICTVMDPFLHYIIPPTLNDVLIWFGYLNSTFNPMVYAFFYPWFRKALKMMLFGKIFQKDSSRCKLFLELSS
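Repeats: no replicates (n 1) | Material: CHO-derived RD-HGA16 cells with stable Gα16 and human TAAR1 | Technique: Kinetic Fluo-8 calcium fluorescence | Schedule: 17-24 h seeding, 75 min 37 °C dye, 30 min RT | Evaluation: % activation from peak over basal fluorescence ratio, DMSO-to-PEA scaled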
M1 PAM parental – M1 PAM counterscreen hit in parental CHO-K1 cells; AID 602247; ATP EC20, Fluo-8 calcium fluorescence; 0% at ATP EC20, 100% at ATP max; 0.02% of 360,000 active; activation, % at 3 µM;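 active means activation above the run cutoff, the mean activation of all test compounds plus 3 SD, cut at about 40% in these data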;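 further: peak over basal fluorescence ratio in a 140 s read after ATP addition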
TAAR1 antag – antagonists of human TAAR1; Q96RJ0; CHO RD-HGA16 TAAR1, Fluo-8 calcium fluorescence, antagonist; inhibition, % at 3 µM; 1.5% of 360,000 active;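 active means inhibition above a per-plate cutoff, the mean inhibition of test compounds on that plate plus 3 SD, cut at about 49% in these data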;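 further: 0% = DMSO plus EC80 beta-PEA response and 100% = DMSO alone without agonist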
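Assay system: RD-HGA16 CHO cells with stable hTAAR1 and Gα16 / Reagent: EC80 β-phenethylamine stimulus / Doses: 3 µM, single point / Timing: dye loading 75 min at 37 °C, then 30 min room temperature / Measured by: Fluo-8 intracellular calcium dye fluorescence, real-time kinetic reads / Controls: vehicle wells and EC80 agonist wells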
CHRM4 PAM – positive allosteric modulators of human muscarinic M4 receptor. CHO-K1 hM4/Gqi5, Fluo-8 calcium fluorescence, ACh EC20; 0% = ACh EC20, 100% = maximal ACh. activation, % at 3 µM. 0.4% of 360,000 active. AID 624126;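 active means activation above its plate's cutoff, the mean activation of sample wells plus 3 SD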; further: some results filed as inactive read as strong as hits
Target sequence (P08173 whole entry, looked up): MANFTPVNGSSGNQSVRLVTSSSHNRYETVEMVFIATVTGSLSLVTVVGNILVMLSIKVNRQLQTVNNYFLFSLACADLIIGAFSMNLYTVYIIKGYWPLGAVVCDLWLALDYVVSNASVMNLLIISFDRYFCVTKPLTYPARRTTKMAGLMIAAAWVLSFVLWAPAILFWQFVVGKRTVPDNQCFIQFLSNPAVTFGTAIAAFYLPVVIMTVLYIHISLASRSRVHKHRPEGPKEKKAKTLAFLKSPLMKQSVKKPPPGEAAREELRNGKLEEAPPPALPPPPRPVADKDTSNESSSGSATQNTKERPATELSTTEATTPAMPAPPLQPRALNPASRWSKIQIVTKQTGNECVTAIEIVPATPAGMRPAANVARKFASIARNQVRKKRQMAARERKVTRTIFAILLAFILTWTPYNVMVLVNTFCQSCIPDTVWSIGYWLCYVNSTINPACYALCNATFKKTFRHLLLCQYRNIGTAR
CRFR2-BP antag – antagonists of CRF-binding protein/CRF-R2 receptor complex | HEK293 CRF-R2/CRF-BP, CRF-induced calcium fluorescence | 0.59% of 350,000 active | inhibition, % at 11.8 µM | AID 588475;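 active means inhibition of the ligand-induced calcium signal above about 50% at the single tested concentration, limit read from the data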
CRFBP-R2 agonist – agonists of human CRF-binding protein/CRF-R2 receptor complex | HEK293 CRF-R2/CRF-BP, calcium dye fluorescence (FLIPR); percent of saturating CRF peptide response | activation, % at 13.2 µM | 0.46% of 350,000 active;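 active means activation of at least 50%, plus an integration ratio under a set limit after plate pattern correction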;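 further: plate controls were neutral control wells without compound for no effect and CRF at EC100 for full effect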
CHRM5 agonist – agonists of human muscarinic M5 receptor (CHRM5). P08912. CHO-K1 hM5 cells, Fluo-8 calcium fluorescence; 0% DMSO wells, 100% maximal acetylcholine response. activation, % at 3 µM. 0.19% of 360,000 active;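 active means activation above the run's mean over test compounds plus 3 SD, cut at about 23% in these data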;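 further: signal is peak over basal fluorescence ratio across the kinetic read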
M5 PAM – potentiates acetylcholine response at human M5 receptor. activation, % at 3 µM. 0.3% of 360,000 active. CHO-K1 hM5, Fluo-8 calcium, ACh EC20 PAM; 0% = ACh EC20, 100% = ACh EC100. P08912;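 active means activation above the run cutoff, the mean activation of all test compounds plus 3 SD, cut at about 18% in these data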
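Probe or stimulus: acetylcholine, EC20 level; Assay system: human M5 receptor in CHO-K1 cells; Schedule: compound preincubation 140 s before EC20 acetylcholine addition; Technique: intracellular calcium via Fluo-8 fluorescence; Dosing: single-point, 3 µM nominal; Read-out basis: percent activation from peak-over-basal fluorescence ratio, scaled EC20-to-EC100 acetylcholine; Repeats: one well per compound, no replicates.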
CHRM5 antagonist – blocks acetylcholine activation of human M5 receptor; 0.59% of 360,000 active; AID 624040; inhibition, % at 3 µM; CHO-hM5 cells, Fluo-8 calcium fluorescence, ACh EC80; P08912;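 active means inhibition above a per-plate cutoff, the mean of that plate's test compounds plus 3 SD, cut at about 27% in these data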;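 further: 0% = acetylcholine EC80 with DMSO and 100% = DMSO without agonist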
The depositor's hits bear a star; nt = not tested or not shown. This is a random part of the collection; about 4.2% have a hit in one of these screens.

SMILES	TAAR1 agonist	M1 PAM parental	TAAR1 antag	CHRM4 PAM	CRFR2-BP antag	CRFBP-R2 agonist	CHRM5 agonist	M5 PAM	CHRM5 antagonist
COc1ccc(CN2CCC(n3nccc3NC(=O)CCCc3ccccc3)CC2)cc1C	7	9	-16	6	-18	-0.1	-4	-1	0
O=C(NCc1ccc(Cl)cc1)c1cc2c(s1)CS(=O)(=O)C2	0	0	-9	4	0	1.6	-2	1	0
Cc1cc(-c2cccs2)n[nH]1	9	7	-3	-2	9	-0.6	-2	-2	-1
Cc1nn(C)c(=O)n1-c1ccc(OCc2ccccc2)cc1	nt	14	nt	-20	8	-0.1	0	-3	1
CC1CCCCN1S(=O)(=O)c1cnc(Cl)c(Br)c1 (stereo not drawn)	2	15	3	2	-5	0.6	-4	-2	7
CC(C)(C)OC(=O)[C@H]1[C@H](c2ccc([N+](=O)[O-])cc2)C2(C(=O)c3ccccc3C2=O)C2c3ccccc3C=NN21 (stereo partly drawn)	-1	19	1	-5	17	-1.7	-8	-2	-3
Cc1ccccc1Cn1nc(C)c(NC(=O)c2cc(-c3ccco3)on2)c1C	-1	-12	-12	6	10	-0.8	-5	-11	17
Nc1nccnc1C(=O)N/N=C/c1ccco1	1	13	-13	-3	0	-4.0	1	4	6
CC1CN(C(=O)C2(C)CC2(Br)Br)CC(C)O1 (stereo not drawn)	2	9	6	-2	-26	1.3	-1	4	0
Cc1ccc(-c2csc(/C=C3/SC(C)C(=O)N3CC(=O)Nc3ccccc3F)n2)cc1 (stereo not drawn)	0	11	-16	2	-6	1.5	-2	-6	12
CC1=C(C(=O)N2CCOCC2)CC(CC(=O)NCc2ccco2)C(=O)N1Cc1ccc(F)cc1 (stereo not drawn)	1	-6	3	3	8	-0.6	0	3	-5
FC(F)(F)c1ccc(-n2ccnc2)nc1	7	4	-2	14	2	-0.8	-1	6	-5

At a glance, 2 of the compounds above.
SMILES	TAAR1 agonist	M1 PAM parental	TAAR1 antag	CHRM4 PAM	CRFR2-BP antag	CRFBP-R2 agonist	CHRM5 agonist	M5 PAM	CHRM5 antagonist
COc1ccc(CN2CCC(n3nccc3NC(=O)CCCc3ccccc3)CC2)cc1C	7	9	-16	6	-18	-0.1	-4	-1	0
O=C(NCc1ccc(Cl)cc1)c1cc2c(s1)CS(=O)(=O)C2	0	0	-9	4	0	1.6	-2	1	0

Next section.
SMILES	TAAR1 agonist	M1 PAM parental	TAAR1 antag	CHRM4 PAM	CRFR2-BP antag	CRFBP-R2 agonist	CHRM5 agonist	M5 PAM	CHRM5 antagonist
CCOC(=O)c1c(S(=O)(=O)N2CCCCC2C)c(C)n(C)c1C (stereo not drawn)	3	16	-19	-1	3	0.3	-2	6	9
COc1ccc(-n2nnc3c(=O)n(CC(=O)N4CCC(C)CC4)cnc32)cc1	0	-9	-12	-1	26	-3.5	0	-3	5
CCC(NS(=O)(=O)c1ccc(C)cc1)C(=O)O (stereo not drawn)	1	13	12	12	5	-0.2	-1	4	0
COc1ccccc1NS(=O)(=O)c1cccc(C(=O)NCC(c2ccccc2OC)N2CCCC2)c1 (stereo not drawn)	0	-5	-10	-10	7	-1.8	-11	-24	7
C=CCSC1=C(C#N)C(c2ccccc2C)CC(=O)N1 (stereo not drawn)	2	16	-2	-2	-2	-3.5	-3	4	1
N#Cc1ccccc1Cn1c(=O)n(Cc2ccc(C(=O)NCc3ccco3)cc2)c(=O)c2ccccc21	3	1	6	8	-11	1.1	-3	3	-3
CC(=O)Nc1ccc(S(=O)(=O)N(C)c2ccc(OCC(=O)OCC(=O)Nc3ccc(OC(F)F)cc3)cc2)cc1	6	-7	9	-9	13	4.8	1	-3	12
Fc1ccc(-c2ccc(/C=N\n3cnnc3)o2)cc1Cl	1	13	-20	5	27	0.3	-3	-3	-7
Cc1ccccc1-c1ocnc1C(=O)Nc1ccccc1NC(=O)c1ccccn1	-1	-24	13	-10	1	-0.9	-2	-7	7
COc1ccccc1OCC(=O)NCC1CCCN(C(=O)c2ccccc2SC)C1 (stereo not drawn)	2	19	-13	6	12	-0.4	-1	6	-9
O=c1c(Cl)c(Nc2cccc(Cl)c2)cnn1-c1nc2ccccc2s1	3	25	-16	1	-27	0.6	-2	-5	4
O=C(CCCCn1c(=O)c2ccccc2n(Cc2ccccc2F)c1=O)NC1CCN(Cc2ccccc2)CC1	7	14	-15	-41	5	0.6	-17	-25	7
Cc1cc2c(cc(C(=O)N3CCC(C(=O)NC4CCCC4)CC3)n2Cc2c(F)cccc2Cl)o1	0	14	-41	10	-6	-5.1	0	0	-3
Cc1nc(CC(=O)Nc2nccs2)cs1	4	-12	-21	1	7	3.4	-3	-1	7
O=C(CN1CCCCCC1)Nc1ccc(Br)cn1	0	13	-19	0	-9	6.6	-3	6	-4
CC(C)NC(=O)Cn1cc(C#N)c2cc(Br)ccc21	8	10	18	1	1	-3.1	-1	-1	3
COc1ccccc1C(=O)Nc1nc(-c2ccc3c(c2)OCCO3)cs1	7	9	11	-7	-2	0.5	1	-12	-1
O=C(Nc1ccc(Cl)cc1)NC1(C(=O)NCCCN2CCOCC2)CCCCC1	1	9	-5	1	-12	-0.3	-5	-5	9
CCCOc1ccc(C(F)(F)F)cc1NC(=O)CCc1c(C)noc1C	12	-15	-3	-1	7	0.3	-6	-4	6
O=C(COc1ncnc2ccc(Br)cc12)NCc1ccco1	0	-3	-2	0	-4	0.1	1	3	0
C=CCSc1nc2ccsc2c(=O)n1-c1cccnc1	1	-3	25	1	-4	-2.7	0	8	-11
COc1ccc(N2CC(NC(=O)NCC(C)C)CC2=O)cc1 (stereo not drawn)	2	16	-2	1	-2	0.0	-3	2	-3
Cc1ccc(NC(=O)CN2CCc3cc4c(cc3C2)OCCCO4)cc1C	1	8	-42	5	-1	-1.3	-1	7	-2
CCOC(=O)CSC1=C(C#N)C(c2ccc(C)o2)CC(=O)N1 (stereo not drawn)	0	6	-10	-5	16	-2.5	2	-6	6

Part of the list above in order of number of heavy atoms, descending:
SMILES	TAAR1 agonist	M1 PAM parental	TAAR1 antag	CHRM4 PAM	CRFR2-BP antag	CRFBP-R2 agonist	CHRM5 agonist	M5 PAM	CHRM5 antagonist
O=C(CCCCn1c(=O)c2ccccc2n(Cc2ccccc2F)c1=O)NC1CCN(Cc2ccccc2)CC1	7	14	-15	-41	5	0.6	-17	-25	7
Cc1cc2c(cc(C(=O)N3CCC(C(=O)NC4CCCC4)CC3)n2Cc2c(F)cccc2Cl)o1	0	14	-41	10	-6	-5.1	0	0	-3
Cc1ccccc1-c1ocnc1C(=O)Nc1ccccc1NC(=O)c1ccccn1	-1	-24	13	-10	1	-0.9	-2	-7	7
O=C(Nc1ccc(Cl)cc1)NC1(C(=O)NCCCN2CCOCC2)CCCCC1	1	9	-5	1	-12	-0.3	-5	-5	9
Cc1ccc(NC(=O)CN2CCc3cc4c(cc3C2)OCCCO4)cc1C	1	8	-42	5	-1	-1.3	-1	7	-2
CCCOc1ccc(C(F)(F)F)cc1NC(=O)CCc1c(C)noc1C	12	-15	-3	-1	7	0.3	-6	-4	6
O=c1c(Cl)c(Nc2cccc(Cl)c2)cnn1-c1nc2ccccc2s1	3	25	-16	1	-27	0.6	-2	-5	4
COc1ccc(N2CC(NC(=O)NCC(C)C)CC2=O)cc1 (stereo not drawn)	2	16	-2	1	-2	0.0	-3	2	-3
C=CCSc1nc2ccsc2c(=O)n1-c1cccnc1	1	-3	25	1	-4	-2.7	0	8	-11
CC(C)NC(=O)Cn1cc(C#N)c2cc(Br)ccc21	8	10	18	1	1	-3.1	-1	-1	3
O=C(CN1CCCCCC1)Nc1ccc(Br)cn1	0	13	-19	0	-9	6.6	-3	6	-4
Cc1nc(CC(=O)Nc2nccs2)cs1	4	-12	-21	1	7	3.4	-3	-1	7

(cont.)
SMILES	TAAR1 agonist	M1 PAM parental	TAAR1 antag	CHRM4 PAM	CRFR2-BP antag	CRFBP-R2 agonist	CHRM5 agonist	M5 PAM	CHRM5 antagonist
CCN(CC(=O)Nc1ccc(S(N)(=O)=O)cc1)S(=O)(=O)c1cc(C)ccc1OC	8	18	4	1	26	-0.5	-2	0	-3
COc1ccccc1C(CCN(Cc1ccccc1)C(C)=O)c1ccco1 (stereo not drawn)	0	-11	-8	-28	20	-3.0	-11	0	-2
CC(c1ccon1)N(C)C(=O)CCc1nnc(CCCCc2ccccc2)o1 (stereo not drawn)	0	11	-1	12	14	-0.6	-4	6	2
CC(C)(C)NC(=O)c1cccc2c1-c1ccccc1C2=O	0	-3	-9	2	13	-0.7	-3	-3	4
CC1(C)CC2(C)OC2C2(C1)N=NC(=Nc1ccccc1)O2 (stereo not drawn)	nt	15	nt	3	nt	nt	3	2	-5
COC(=O)c1ccc(CN2CCN(Cc3ccc(F)cc3)C(CCO)C2)cc1 (stereo not drawn)	1	-9	-17	-13	-8	3.1	-4	-3	12
COc1ccccc1NC(=O)CSc1nnc(C)s1	0	18	2	0	-3	-1.5	-3	4	5
Cc1cccc(C(=O)OCC(=O)c2ccc(CC(=O)N3CCOCC3)s2)c1C	5	20	-19	14	-14	0.7	3	-4	7
O=C(OCC(=O)N1CCN(S(=O)(=O)c2ccc(Cl)cc2)CC1)C1CC1	8	-3	-14	4	-1	-0.3	6	-3	11
O=C(N1CCOCC1)N1CCCC(c2nc(-c3cccs3)no2)C1 (stereo not drawn)	3	19	-9	8	11	-0.8	1	-2	-1
CCOc1ccc(CNC(=O)C2CC(=O)N(C3CCCC3)C2)cc1OC (stereo not drawn)	2	21	-9	6	8	-1.1	-3	-3	10
O=C(COC(=O)c1ccccc1[N+](=O)[O-])c1ccc2c(c1)OCO2	5	18	3	6	5	0.4	1	0	4
COC(=O)c1csc(S(=O)(=O)N2CCCCC2)c1OC	7	-5	-20	-27	20	-0.7	-2	-12	8
COc1ccc(F)cc1S(=O)(=O)Nc1ccc(C)cc1	12	15	-14	-3	4	1.7	-9	-4	-8
CC(=O)c1cccc(N=C2NC(=O)C(CO)(CO)S2)c1	0	20	6	-1	5	0.6	-5	8	6
CCn1ncc(Cl)c1C(=O)Nc1ccncc1	7	11	-9	4	8	-1.0	3	2	-7
CC(=O)OC[C@@H]1CN(Cc2cccc(C(F)(F)F)c2)C[C@H](n2cnc3c(N4CCOCC4)ncnc32)O1	-1	14	-14	5	nt	nt	-1	-2	19
CS(=O)(=O)N(CC(=O)NCc1ccco1)c1cc(C(F)(F)F)ccc1Cl	4	10	9	1	19	-0.4	-1	4	-2
N#Cc1c2n(c3c(-c4ccccc4)ncnc13)CCC2	4	22	-5	-1	3	-3.4	-1	1	6
Cc1ccccc1OCC(=O)N/N=C/c1c(C)nn(-c2ccccc2)c1Cl	1	4	-25	0	-28	0.6	-1	-9	10
N#Cc1cc2ccc(N3CCOCC3)cc2cc1C#N	11	4	13	-9	-7	1.2	11	-8	3
